SR-BI uptake up – SR-BI HDL lipid transfer activation | CHO ldlA[mSR-BI] cells, DiI-HDL uptake fluorescence, 3 h; 100 = double the neutral-control signal | activation, % at 12.5 µM | hit rate 0.096% among 320,000;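 active = mean replicate activation of at least 60% and every replicate at or above 60%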;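 note: 0% = median plate neutral-control signal and 100% = twice that signal; values of inactives mirror those of a sister screen read the other way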
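Assay system: CHO ldlA[mSR-BI] cells, LDL receptor-null, SR-BI overexpressing; medium: Ham's F12 with 0.5% BSA, HEPES 25 mM, pH 7.4; also added: DiI-HDL 10 µg/mL; timing: 3 h uptake period with compound, 37 °C; signal: DiI fluorescence, bottom read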
Keap1 Nrf2 FP – disrupts human Keap1 binding to Nrf2 peptide; AID 504523; Keap1 Kelch-Nrf2 peptide fluorescence polarization, 1536-well; inhibition, % at 9.4 µM; hit rate 0.15% among 340,000; in the data active = inhibition above about 12%;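 note: human Keap1 Kelch domain with fluorescein labeled Nrf2 9mer peptide probe; 0% = neutral control wells and 100% = peptide positive control; higher means more block of Keap1 binding to Nrf2 peptide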
CAL PDZ FP-1 – inhibitors of human CAL PDZ peptide binding | Q9HD26 | purified CAL PDZ, TMR-peptide fluorescence polarization, 1 h | inhibition, % at 24.9 µM | hit rate 0.92% among 300,000 | AID 602252;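 active = mean inhibition of at least 30% with at least half of replicates also reaching 30%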;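 note: 0% = DMSO neutral control and 100% = excess unlabeled competitor peptide PRC23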
DAGLB inh – blocks human DAGLB lipase activity | Q8NCG7 | HEK293T DAGLB membrane lysate, EnzChek fluorogenic substrate | inhibition, % at 5.17 µM | hit rate 0.059% among 340,000 | AID 504411; in the data active = inhibition above about 34%;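 note: 0% = enzyme with vehicle and 100% = wells lacking enzyme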
Target sequence (Q8NCG7 whole entry, looked up): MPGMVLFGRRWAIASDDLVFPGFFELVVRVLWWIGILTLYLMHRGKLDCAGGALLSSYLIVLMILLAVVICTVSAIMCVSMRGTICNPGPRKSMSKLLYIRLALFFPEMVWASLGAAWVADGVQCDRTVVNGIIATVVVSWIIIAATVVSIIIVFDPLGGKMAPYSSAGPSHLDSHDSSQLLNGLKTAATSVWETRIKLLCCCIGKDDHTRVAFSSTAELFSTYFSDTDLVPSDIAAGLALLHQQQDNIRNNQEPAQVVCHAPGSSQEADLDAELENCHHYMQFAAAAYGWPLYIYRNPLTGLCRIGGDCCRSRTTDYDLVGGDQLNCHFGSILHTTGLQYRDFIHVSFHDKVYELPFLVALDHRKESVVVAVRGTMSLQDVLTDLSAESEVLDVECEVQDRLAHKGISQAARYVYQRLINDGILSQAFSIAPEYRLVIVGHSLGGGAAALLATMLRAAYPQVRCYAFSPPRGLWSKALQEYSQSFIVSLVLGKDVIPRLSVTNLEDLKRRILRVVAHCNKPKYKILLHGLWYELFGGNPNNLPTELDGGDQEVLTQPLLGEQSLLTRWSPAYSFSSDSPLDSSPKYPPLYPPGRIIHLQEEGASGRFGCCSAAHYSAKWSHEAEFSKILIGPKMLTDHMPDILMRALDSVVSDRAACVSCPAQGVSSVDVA
Rtt109 Vps75 – blocks Candida albicans Rtt109/Vps75 acetyltransferase activity; inhibition, % at 34.9 µM; hit rate 0.16% among 330,000; Q5AAJ8; purified Rtt109/Vps75, ThioGlo CoA-SH fluorescence, 4 h; AID 540336;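 active = inhibition of at least 50% in every replicate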
Target sequence (Q5AAJ8 whole entry, looked up): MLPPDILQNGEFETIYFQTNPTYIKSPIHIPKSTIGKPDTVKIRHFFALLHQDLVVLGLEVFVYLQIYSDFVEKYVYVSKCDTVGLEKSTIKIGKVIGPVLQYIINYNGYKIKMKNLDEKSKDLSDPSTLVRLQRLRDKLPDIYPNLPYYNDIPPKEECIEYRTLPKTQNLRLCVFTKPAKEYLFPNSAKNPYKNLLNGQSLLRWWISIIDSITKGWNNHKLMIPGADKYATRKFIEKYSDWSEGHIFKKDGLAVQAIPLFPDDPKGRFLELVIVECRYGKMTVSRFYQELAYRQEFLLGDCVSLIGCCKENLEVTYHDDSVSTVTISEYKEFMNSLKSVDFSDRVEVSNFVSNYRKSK
LANA DNA inh – KSHV C-LANA DNA binding inhibition. MBP-C-LANA/FAM-LBS DNA binding, fluorescence polarization. inhibition, % at 9 µM. hit rate 0.078% among 340,000;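 active = highest replicate inhibition at or above 60% at 9 µM, even if other replicates fall short; inactive = all replicates below 60% inhibition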;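 note: 0% = neutral control wells and 100% = 4 µM acridine orange control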
RTF Ca sens inh – cardiac RTF calcium desensitization; inhibition, % at 7.15 µM; AID 493244; IANBD-labeled cardiac RTF, Ca2+ fluorescence; P19429+P45379; hit rate 0.12% among 340,000;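 active = inhibition above the mean inhibition of all tested compounds plus 3 SD, cut at about 17% in these data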;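 note: assay run at fixed EC70 calcium of 1.6 mM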
PKA-R2B activ – PKA-R2B complex activation; P22694+P31323; PKA-R2B holoenzyme dissociation, Cy5-IP20 fluorescence polarization; R2B truncated from residue 108, S112A mutant; 0% DMSO only, 100% 113 µM cGMP; activation, % at 11.4 µM; hit rate 0.079% among 340,000;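 active = activation above a cutoff set at the mean over all compounds plus 3 SD, cut at about 18% in these data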;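 note: higher means more holoenzyme dissociation and a rise in polarization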
CAL PDZ FP-2 – human CAL PDZ-peptide interaction inhibition; Q9HD26; purified CAL PDZ, TMR-peptide fluorescence polarization, 1 h; inhibition, % at 20 µM; hit rate 0.02% among 330,000; AID 504414;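 active = highest replicate inhibition of at least 40%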;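 note: plate controls were DMSO neutral control wells for no effect and unlabeled competitor peptide control wells for full effect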
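System: tagged CAL PDZ domain. Schedule: 1 h room-temperature incubation prior to read. Signal: fluorescence polarization (mP). Measure: percent inhibition from loss of millipolarization.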
cardiac RTF act – increases calcium sensitivity of human cardiac regulated thin filaments | IANBD-labeled TnC RTF fluorescence at EC20 calcium; 0% EC20 calcium, 100% full calcium | AID 493008 | hit rate 0.24% among 340,000 | activation, % at 7.2 µM;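 active = activation above the mean over all tested compounds plus 3 SD, cut at about 30% in these data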;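 note: rise in fluorescence read as greater calcium sensitivity of cardiac thin filaments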
* = called active by the depositor. Compounds were not picked by outcome; any-hit rate near 1.6%.

CC(=O)c1c(C)[nH]c(C(=O)COC(=O)Cc2ccccc2F)c1C was read as SR-BI uptake up 0, Keap1 Nrf2 FP -7, CAL PDZ FP-1 -6, DAGLB inh -3, Rtt109 Vps75 3, LANA DNA inh 0.7, RTF Ca sens inh -5, PKA-R2B activ -10, CAL PDZ FP-2 -1.1 and cardiac RTF act 2.
Screening CC(C)C(Nc1ncnc2c1oc1ccccc12)C(=O)O (stereo unspecified) returned SR-BI uptake up 20, Keap1 Nrf2 FP -3, CAL PDZ FP-1 10, DAGLB inh 0, Rtt109 Vps75 -1, LANA DNA inh -2.0, RTF Ca sens inh -12, PKA-R2B activ 6, CAL PDZ FP-2 1.1 and cardiac RTF act 5.
Cc1ccc(NC(=O)CN(C)Cc2ccc(Cl)cc2)cc1 was read as SR-BI uptake up -4, Keap1 Nrf2 FP -3, CAL PDZ FP-1 -1, DAGLB inh -14, Rtt109 Vps75 -3, LANA DNA inh 0.2, RTF Ca sens inh -4, PKA-R2B activ 4, CAL PDZ FP-2 -1.4 and cardiac RTF act 2.
For c1ccc2c(c1)CCN(c1nc3ccccc3n3cnnc13)C2 the results were SR-BI uptake up -11, Keap1 Nrf2 FP 3, DAGLB inh -5, Rtt109 Vps75 9, LANA DNA inh 0.8, RTF Ca sens inh -5, PKA-R2B activ -13, CAL PDZ FP-2 -2.2 and cardiac RTF act 1.
CCn1nc(CC(=O)Nc2nnc(CC(=O)N3CCCCC3)s2)c2ccccc2c1=O was read as Keap1 Nrf2 FP 6, CAL PDZ FP-1 -3, DAGLB inh -2, Rtt109 Vps75 -5, LANA DNA inh 0.5, RTF Ca sens inh -3, PKA-R2B activ -13, CAL PDZ FP-2 -0.6 and cardiac RTF act -1.
For CC(C)(C)NC(=O)NC(=O)CN1CCN(S(=O)(=O)c2ccc3c(c2)CCCC3)CC1 the results were SR-BI uptake up 12, Keap1 Nrf2 FP -3, CAL PDZ FP-1 1, DAGLB inh -1, Rtt109 Vps75 9, LANA DNA inh 1.1, RTF Ca sens inh -23, PKA-R2B activ 1, CAL PDZ FP-2 -2.6 and cardiac RTF act 1.
For C=CCOc1cccc(C2C(C(=O)c3ccc(C)o3)=C(O)C(=O)N2c2nnc(C)s2)c1 (stereo unspecified) the results were SR-BI uptake up -5, Keap1 Nrf2 FP -1, CAL PDZ FP-1 -7, DAGLB inh -1, Rtt109 Vps75 1, LANA DNA inh 6.1, RTF Ca sens inh -7, PKA-R2B activ -2, CAL PDZ FP-2 -0.5 and cardiac RTF act 0.
Screening COC(=O)c1ccc(Cn2c(O)c(N=O)c3ccccc32)o1 returned SR-BI uptake up 3, Keap1 Nrf2 FP -3, CAL PDZ FP-1 -5, DAGLB inh -3, Rtt109 Vps75 7, LANA DNA inh 0.9, RTF Ca sens inh 0, PKA-R2B activ -11 and cardiac RTF act -2.
`O=C(O)C1CCCCC1C(=O)NCCc1c[nH]c2ccccc12` (stereo unspecified) gave SR-BI uptake up 6, Keap1 Nrf2 FP -3, DAGLB inh 3, Rtt109 Vps75 1, LANA DNA inh 0.1, RTF Ca sens inh -8, PKA-R2B activ -8, CAL PDZ FP-2 0.1 and cardiac RTF act 1.
Screening CCOc1ccc(/C=N/NC(=O)c2cc(-c3ccco3)nc3ccccc23)cc1 returned SR-BI uptake up -55, Keap1 Nrf2 FP 0, CAL PDZ FP-1 -2, DAGLB inh 3, Rtt109 Vps75 -2, LANA DNA inh -0.9, RTF Ca sens inh -26, PKA-R2B activ -2, CAL PDZ FP-2 -2.2 and cardiac RTF act 15.
For CC(C)(C)n1ncc2c(=O)n(CC(=O)NCc3ccccc3)cnc21 the results were SR-BI uptake up 18, Keap1 Nrf2 FP 0, CAL PDZ FP-1 -1, DAGLB inh 1, Rtt109 Vps75 -3, LANA DNA inh 0.2, RTF Ca sens inh 10, PKA-R2B activ -2, CAL PDZ FP-2 -0.9 and cardiac RTF act -4.
COCCCNc1nc2ccccc2nc1NS(=O)(=O)c1cccs1 was read as SR-BI uptake up 4, Keap1 Nrf2 FP -6, CAL PDZ FP-1 1, DAGLB inh 1, Rtt109 Vps75 -2, LANA DNA inh 0.4, RTF Ca sens inh 1, PKA-R2B activ 8, CAL PDZ FP-2 -0.6 and cardiac RTF act -7.

Brought forward from above: two entries, followed by the next part.
For CC(C)(C)n1ncc2c(=O)n(CC(=O)NCc3ccccc3)cnc21 the results were SR-BI uptake up 18, Keap1 Nrf2 FP 0, CAL PDZ FP-1 -1, DAGLB inh 1, Rtt109 Vps75 -3, LANA DNA inh 0.2, RTF Ca sens inh 10, PKA-R2B activ -2, CAL PDZ FP-2 -0.9 and cardiac RTF act -4.
COCCCNc1nc2ccccc2nc1NS(=O)(=O)c1cccs1 was read as SR-BI uptake up 4, Keap1 Nrf2 FP -6, CAL PDZ FP-1 1, DAGLB inh 1, Rtt109 Vps75 -2, LANA DNA inh 0.4, RTF Ca sens inh 1, PKA-R2B activ 8, CAL PDZ FP-2 -0.6 and cardiac RTF act -7.
`COc1cccc(CNc2ccc3c(c2)nc(C)n3C)c1OC` gave SR-BI uptake up 16, Keap1 Nrf2 FP -5, CAL PDZ FP-1 -2, DAGLB inh 0, Rtt109 Vps75 -2, LANA DNA inh 1.3, RTF Ca sens inh -7, PKA-R2B activ 6, CAL PDZ FP-2 0.7 and cardiac RTF act 3.
COCCNC(=S)Nc1ccccc1[N+](=O)[O-] was read as SR-BI uptake up 29, Keap1 Nrf2 FP -6, DAGLB inh 0, Rtt109 Vps75 -2, LANA DNA inh 1.2, RTF Ca sens inh -8, PKA-R2B activ -12, CAL PDZ FP-2 -1.5 and cardiac RTF act 5.
CCCCN(C(=O)c1cc(Cl)nc2ccccc12)c1c(N)n(Cc2ccccc2)c(=O)[nH]c1=O was read as SR-BI uptake up 23, Keap1 Nrf2 FP 1, CAL PDZ FP-1 -1, DAGLB inh 17, Rtt109 Vps75 0, LANA DNA inh 1.6, RTF Ca sens inh -38, PKA-R2B activ -10, CAL PDZ FP-2 -2.0 and cardiac RTF act 2.
For N#CCC(CNc1ncc(C(F)(F)F)cc1Cl)OC(=O)c1cccc(C(F)(F)F)c1 (stereo unspecified) the results were SR-BI uptake up -1, Keap1 Nrf2 FP -4, CAL PDZ FP-1 -2, DAGLB inh -4, Rtt109 Vps75 5, LANA DNA inh -1.3, RTF Ca sens inh -1, PKA-R2B activ -12, CAL PDZ FP-2 0.0 and cardiac RTF act 6.
`O=C(NCc1ccco1)c1noc2c1CCCCC2` gave SR-BI uptake up 42, Keap1 Nrf2 FP 0, DAGLB inh 0, Rtt109 Vps75 -7, LANA DNA inh -0.2, RTF Ca sens inh -7, PKA-R2B activ 0, CAL PDZ FP-2 -1.2 and cardiac RTF act 2.
For C/C(=N\OCc1ccc(C#N)cc1)c1cc2ccccc2o1 the results were Keap1 Nrf2 FP 1, CAL PDZ FP-1 4, DAGLB inh -9, Rtt109 Vps75 -5, LANA DNA inh 1.0, RTF Ca sens inh -3, PKA-R2B activ 2, CAL PDZ FP-2 0.7 and cardiac RTF act -4.
For Cc1cc(C)c(C(=O)C(C)OC(=O)Cn2cnc3c2c(=O)n(C)c(=O)n3C)cc1C (stereo unspecified) the results were SR-BI uptake up 26, Keap1 Nrf2 FP -6, CAL PDZ FP-1 -1, DAGLB inh 1, Rtt109 Vps75 2, LANA DNA inh 1.6, RTF Ca sens inh -11, PKA-R2B activ 11, CAL PDZ FP-2 -0.8 and cardiac RTF act 3.
For O=C(COC(=O)C1CCN(S(=O)(=O)c2cccs2)CC1)Nc1ccc(F)c(F)c1F the results were SR-BI uptake up 16, Keap1 Nrf2 FP 3, CAL PDZ FP-1 -6, DAGLB inh -2, Rtt109 Vps75 -1, LANA DNA inh -0.5, RTF Ca sens inh -8, PKA-R2B activ -7, CAL PDZ FP-2 -2.5 and cardiac RTF act 1.
Screening Cc1cc(C)c2c3c(oc2n1)C(=O)N(c1cccc(Cl)c1)CC(=O)N3 returned SR-BI uptake up -16, Keap1 Nrf2 FP -3, CAL PDZ FP-1 -7, DAGLB inh 1, Rtt109 Vps75 -6, LANA DNA inh -0.1, RTF Ca sens inh 0, PKA-R2B activ -2, CAL PDZ FP-2 -1.4 and cardiac RTF act -3.
`CCOC(=O)c1[nH]c(C)c(C(=O)N2CCN(c3ccccc3OC)CC2)c1C` gave SR-BI uptake up 6, Keap1 Nrf2 FP 1, CAL PDZ FP-1 -3, DAGLB inh 2, Rtt109 Vps75 0, LANA DNA inh -0.3, RTF Ca sens inh -1, PKA-R2B activ -4, CAL PDZ FP-2 -2.4 and cardiac RTF act -4.
`c1coc(CNC2C3CC4CC(C3)CC2C4)c1` (stereo unspecified) gave SR-BI uptake up 37, Keap1 Nrf2 FP -2, CAL PDZ FP-1 2, DAGLB inh 0, Rtt109 Vps75 7, LANA DNA inh 2.9, RTF Ca sens inh -3, PKA-R2B activ -6, CAL PDZ FP-2 0.7 and cardiac RTF act 6.
CC(CCc1ccccc1)NC(=O)CN1CCOc2ccccc21 (stereo unspecified) was read as SR-BI uptake up 7, Keap1 Nrf2 FP -1, DAGLB inh 0, Rtt109 Vps75 -3, LANA DNA inh 0.5, RTF Ca sens inh -1, PKA-R2B activ 1, CAL PDZ FP-2 0.3 and cardiac RTF act 0.
`CC1=C(C(=O)Nc2ccccc2)C(c2ccccc2)N2C(=O)CSC2=N1` (stereo unspecified) gave SR-BI uptake up 8, Keap1 Nrf2 FP 1, CAL PDZ FP-1 -4, DAGLB inh -7, Rtt109 Vps75 -1, LANA DNA inh 0.7, RTF Ca sens inh -4, PKA-R2B activ 5, CAL PDZ FP-2 -1.8 and cardiac RTF act 4.
CCc1noc(C)c1C(=O)N1CCN(S(=O)(=O)c2cc(C)ccc2C)CC1 was read as SR-BI uptake up -10, Keap1 Nrf2 FP 0, CAL PDZ FP-1 1, DAGLB inh 1, Rtt109 Vps75 8, LANA DNA inh 0.0, RTF Ca sens inh -11, PKA-R2B activ 5, CAL PDZ FP-2 -4.7 and cardiac RTF act 4.
For CCOC(=O)c1ccc(NC(=O)NCc2ccccc2OC)cc1 the results were SR-BI uptake up -40, Keap1 Nrf2 FP -6, CAL PDZ FP-1 2, DAGLB inh -4, Rtt109 Vps75 2, LANA DNA inh -1.4, RTF Ca sens inh 2, PKA-R2B activ -1, CAL PDZ FP-2 -27 and cardiac RTF act 5.
For CC[C@]12c3[nH]c4ccccc4c3CCN1C(=O)C(CC(=O)NCc1ccc(OC)c(OC)c1)C[C@@H]2C(=O)N1CCN(C(=O)C2CC2)CC1 (stereo partly specified) the results were SR-BI uptake up -46, Keap1 Nrf2 FP -8, CAL PDZ FP-1 -2, DAGLB inh -2, Rtt109 Vps75 2, LANA DNA inh -0.2, RTF Ca sens inh -9, PKA-R2B activ -22, CAL PDZ FP-2 -0.3 and cardiac RTF act 3.

Screening data deposited in PubChem BioAssay by several laboratories.
